# PTPN22 act – increases human PTPN22 phosphatase activity | activation, % at 2 µM | Q9Y2R2 | recombinant LYP, DiFMUP fluorescence; 0 = plate median, 100 = signal doubled | actives 0.11% (n = 96,000);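 active = activation at 2 µM above a set limit, the mean plus 5 SD, cut at about 37% in these data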
# S1P2 agonist – S1P2 (human) receptor agonism | AID 729 | S1P2-expressing cell line, agonist reporter read-out | O95136 | activation, % at 4.5 µM | actives 0.46% (n = 97,000); in the data active = activation above about 16%;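 also: 0% = vehicle low control and 100% = maximal reference agonist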
# Target sequence (O95136 whole entry, looked up): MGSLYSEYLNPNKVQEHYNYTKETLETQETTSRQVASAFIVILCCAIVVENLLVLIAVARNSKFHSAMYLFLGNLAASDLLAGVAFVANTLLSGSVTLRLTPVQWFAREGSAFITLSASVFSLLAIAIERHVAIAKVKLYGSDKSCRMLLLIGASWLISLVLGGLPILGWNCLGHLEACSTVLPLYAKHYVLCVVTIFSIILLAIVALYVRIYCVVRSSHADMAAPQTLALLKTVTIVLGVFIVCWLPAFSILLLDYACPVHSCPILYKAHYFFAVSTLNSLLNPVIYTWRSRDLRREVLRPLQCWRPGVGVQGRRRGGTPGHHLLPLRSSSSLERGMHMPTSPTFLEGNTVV
# PostGolgi ctrl – inhibits growth of the yeast control strain; efflux-deficient yeast background strain, growth absorbance A615, 16 h; inhibition, % at 10 µM; actives 5% (n = 98,000); in the data active = inhibition above about 30%
# Lung fibro prol – blocks proliferation of human lung fibroblasts; LL 47 human lung fibroblast viability, ATP luminescence; stronger effect = lower value; viability, % at 10 µM; actives 1.1% (n = 85,000); AID 719;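 active = viability at or below 50% in the single dose screen; inactive = viability above 50%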;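 also: compound exposure lasted 72 h before the ATP readout; 100% = median luminescence of untreated cell-only wells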
#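 Test system: LL 47 human lung fibroblasts / Incubation: 72 h compound exposure at 37 °C after overnight plating / Technique: luminescent ATP detection, CellTiter-Glo / Compound dosing: 0.1% DMSO in all compound wells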
# S1P2 antag – blocks the human S1P2 receptor; O95136; cell-based S1P2 antagonist assay, inhibition at 5 uM; inhibition, % at 5 µM; actives 0.21% (n = 97,000); in the data active = inhibition above about 45%;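 also: CRE beta-lactamase reporter cells expressing human S1P2 stimulated with S1P; 0% = agonist at EC80 alone and 100% = agonist plus reference antagonist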
# H69AR growth 86K – growth inhibitors of human H69AR lung tumor cells | H69AR lung tumor viability, ATP luminescence, 72 h; stronger effect = lower value | viability, % at 10 µM | actives 6% (n = 85,000);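 active = viability at or below 40%; inactive = viability above 40%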;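 also: multidrug resistant small cell line overexpressing MRP-1 efflux transporter; 100% = mean luminescence of untreated control wells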
# HUVEC prolif 384 – inhibitors of human endothelial cell proliferation | actives 1.1% (n = 86,000) | viability, % at 10 µM (by protocol) | HUVEC proliferation, CellTiter-Glo luminescence, 72 h; stronger effect = lower value;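 active = viability at or below 30%; inactive = viability above 30%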;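 also: 100% = median luminescence of DMSO-only cell control wells on each plate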
# sEH act – increases human soluble epoxide hydrolase activity; P34913; purified human sEH enzymatic activity, activator screen; activation, % at 2 µM; actives 0.04% (n = 91,000); in the data active = activation above about 37%; also: values of inactives mirror those of a sister screen read the other way
# Target sequence (P34913 whole entry, looked up): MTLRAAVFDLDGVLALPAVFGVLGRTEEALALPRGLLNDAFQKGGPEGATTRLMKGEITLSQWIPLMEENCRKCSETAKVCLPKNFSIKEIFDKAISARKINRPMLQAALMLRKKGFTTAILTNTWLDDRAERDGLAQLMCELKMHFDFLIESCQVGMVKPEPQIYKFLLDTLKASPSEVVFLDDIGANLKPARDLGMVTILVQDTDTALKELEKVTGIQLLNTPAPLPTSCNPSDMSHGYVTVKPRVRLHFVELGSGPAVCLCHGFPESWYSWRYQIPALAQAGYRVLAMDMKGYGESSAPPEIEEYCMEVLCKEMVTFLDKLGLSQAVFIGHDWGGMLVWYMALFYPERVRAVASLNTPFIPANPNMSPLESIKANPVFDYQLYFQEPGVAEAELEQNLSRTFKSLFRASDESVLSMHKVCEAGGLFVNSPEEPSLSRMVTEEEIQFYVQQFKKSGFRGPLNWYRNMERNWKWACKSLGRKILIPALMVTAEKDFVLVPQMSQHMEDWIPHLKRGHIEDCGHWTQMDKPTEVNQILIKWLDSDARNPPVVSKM
# sEH inhibitor – inhibitors of human soluble epoxide hydrolase. recombinant human sEH enzymatic activity assay. inhibition, % at 2 µM. actives 0.34% (n = 91,000). AID 707; in the data active = inhibition above about 80%; also: values of inactives mirror those of a sister screen read the other way; many of its hits are not listed in these tables
# * = called active by the depositor; nt = not tested or not shown.
# Under each structure – PTPN22 act, S1P2 agonist, PostGolgi ctrl, Lung fibro prol, S1P2 antag, H69AR growth 86K, HUVEC prolif 384, sEH act, sEH inhibitor
CC(C)CCn1c(=O)c2ccccc2n2c(CN3C(=O)NC4(CCC(C)CC4)C3=O)nnc12 (configuration not stated)
    -10, -6, 1, 95, -9, 95, 99, 11, -13
COC(=O)c1[nH]c2ccccc2c1NC(=O)CN1CCN(C(=O)c2ccco2)CC1
    -5, -5, 24, 95, 14, 18*, 95, 2, 0
O=C(Nc1cccc2c1CCCC2)c1cc([N+](=O)[O-])ccc1Cl
    -8, 0, 9, nt, -1, nt, nt, -7, 5
Cc1ccc(O)c(NC(=O)C2CC(c3c(F)cccc3Cl)=NO2)c1 (configuration not stated)
    -5, -3, -1, 97, 2, 49, 78, -9, 11
CCCCc1nc2sc3c(SCC(=O)NCc4ccco4)ncnc3c2c2c1CCC2
    -12, -5, 0, 47*, 6, 32*, 56, -21, 24
Nc1ccc(C23CC4CC(CC(CO)(C4)C2)C3)cc1
    1, -5, 4, 97, -2, 87, 96, -11, 11
CCC(CC)C(=O)NCCc1cc2c(OC)ccc(OC)c2[nH]c1=O
    13, -11, 5, 99, 8, 88, 89, 9, -7
CCOC(=O)C1C2C=CC3(CN(c4ccc(Cl)c(F)c4)C(=O)C13)O2 (configuration not stated)
    2, -2, 2, 102, 23, 91, 103, 3, -4
Cc1ccccc1Nc1nc(N)nc(CSc2nnnn2-c2ccccc2)n1
    8, -5, 22, 81, -6, 82, 75, nt, nt
C=CCCC(=O)Nc1nc(C)c(-c2csc(Nc3ccccc3OC)n2)s1
    -1, -5, 4, nt, 4, nt, nt, -14, 15
Cc1ccc2nc(N3CCN(Cc4ccc(F)cc4)C3=O)c(C)cc2c1
    -11, 0, 12, 97, 14, nt, 102, 7, -7
O=C1NC2=C(C(=O)CCC2)C(c2ccc3ncccc3c2)N1 (configuration not stated)
    -5, -5, -4, 100, 20, 109, 104, -4, 4
O=C(c1ccccc1)c1c[nH]c(C(=O)NCCCN2CCOCC2)c1
    -9, -4, -4, nt, 16, nt, nt, -5, 4
Cn1c2ccc(Cl)cc2c2nc3ccccc3nc21
    nt, 24*, 6, 84, -53, 60, 76, nt, nt
Cc1ccc(-c2nnc3sc(-c4ccc5c(c4)OCCO5)nn23)cc1
    1, -2, nt, 98, 7, 77, 87, 0, 2
O=C1c2ccccc2C(Nc2ccc3c(c2)OCCO3)N1Cc1ccccc1 (configuration not stated)
    -6, nt, 12, 94, nt, 96, 92, 2, 3
Cc1ccc(C)c(OCC(=O)Nc2nonc2NC(=O)COc2cc(C)ccc2C)c1
    -12, -5, 11, 96, -7, 19*, 56, -4, 4
COc1ccccc1C(=O)N1CCN(C2CCN(Cc3ccccc3)CC2)CC1
    -9, -5, 19, 96, 2, 80, 101, 0, 1
COc1ccc(CN(Cc2cccnc2)S(=O)(=O)c2ccc(-n3cnnn3)c(C)c2)cc1OC
    -5, -11, 1, 94, 18, 69, 100, 1, -2
O=[N+]([O-])c1ccccc1NCCNc1ncc(C(F)(F)F)cc1Cl
    6, -1, 14, nt, 3, nt, nt, -3, 4

# (cont.)
# Under each structure – PTPN22 act, S1P2 agonist, PostGolgi ctrl, Lung fibro prol, S1P2 antag, H69AR growth 86K, HUVEC prolif 384, sEH act, sEH inhibitor
C(=N\N1CCN(C2c3ccccc3-c3ccccc32)CC1)/c1ccncc1
    1, -6, 30, nt, -2, nt, nt, -39, 38
O=C(Nc1cc2c(oc1=O)CCCC2=O)c1ccc(Cl)cc1
    4, -11, -3, nt, 14, nt, nt, 16, -15
CC(C(=O)Nc1sc2c(c1C(=O)NCc1ccco1)CCCC2)N1C(=O)c2ccccc2C1=O (configuration not stated)
    5, -2, 0, 100, -34, 23*, 85, -9, 10
COc1ccccc1N1CCN(C(=O)c2ccc(S(=O)(=O)N3CCCCC3)cc2)CC1
    -11, -5, -1, 91, -10, 55, 88, 7, -7
CCCC(=O)Nc1cccc(-c2nc3cc(C)c(C)cc3o2)c1
    -6, -3, -1, 111, 3, 14*, 49, 6, -6
COc1ccc(NC(=O)NCc2ccccn2)cc1OC
    -3, -3, 14, 98, -2, 92, 82, 6, -2
Cc1onc(-c2ccccc2Cl)c1C(=O)N1C=CC(C(F)(F)Cl)=NCC1
    0, 0, 7, nt, -6, nt, nt, 14, -11
COc1ccc2c(c1)c1ncn(Cc3ccco3)c(=O)c1n2C
    -3, 19*, 8, 80, -60, 56, 68, -2, 2
CCCCn1nnnc1NCc1cc(OC)c(OC)c(OC)c1
    -9, -10, 7, 104, 20, nt, 107, 9, -7
Cc1cc(C(=O)CSCCCn2c(=O)[nH]c3ccccc32)c(C)n1C
    -4, -4, 15, 113, 5, 97, 102, 5, -8
CC(O)CNCc1cccc2ccccc12 (configuration not stated)
    2, -4, nt, 109, -20, 92, 109, 14, -11
COc1cc(OC)cc(C(=O)NCC(=O)N2CCCCC2)c1
    5, -1, 6, 93, -7, 98, 105, 3, -4
Cc1cc(C)c(NC(=O)C2CC(=O)N(c3ccc4c(c3)OCCO4)C2)c(C)c1 (configuration not stated)
    5, -4, -4, nt, -6, nt, nt, -1, 3
O=S(=O)(Nc1nc2ccccc2[nH]1)c1ccc2ccccc2c1
    -4, -4, 12, 102, 6, 95, 88, -4, 4
O=C(C1CC1)N1CCc2cc(S(=O)(=O)NC3CCN(Cc4ccccc4)CC3)ccc21
    5, -5, 1, 89, 11, 94, 88, nt, nt
O=C(Nc1ccccc1)C1CCCCC1
    9, -7, nt, 92, 14, 104, 108, 5, -2
CCn1c(-c2ccc(N(C)C)cc2)nc2ccccc21
    2, -9, 13, 91, 15, 102, 78, 18, -19
CCOc1ccc(C2N(c3ccc(F)cc3)C(=O)C3CCCN32)cc1 (configuration not stated)
    3, -4, 1, 102, 12, 96, 105, -9, 6
COc1ccc(S(=O)(=O)N2CCC(C(=O)NCCC3=CCCCC3)CC2)cc1C
    11, -5, -3, 101, 23, 57, 90, -35, 35
CCn1c(SCC(=O)N/N=C/C=C\c2ccccc2[N+](=O)[O-])nc2ccccc21
    0, -4, -7, nt, 1, nt, nt, -14, 15

# Further results
# Under each structure – PTPN22 act, S1P2 agonist, PostGolgi ctrl, Lung fibro prol, S1P2 antag, H69AR growth 86K, HUVEC prolif 384, sEH act, sEH inhibitor
Cc1cc(C)c(C)c(OCCCCn2cnc3ccccc3c2=O)c1
    9, -3, 37*, nt, -3, nt, nt, 9, -11
CC(=O)c1c(C)nc2nonc2c1N
    -1, -9, -6, 103, 3, 107, 97, -5, 6
Cc1cc(C)c(C#N)c(SCC2COc3ccccc3O2)n1 (configuration not stated)
    5, 0, 21, nt, 6, nt, nt, -9, 9
CSc1cccc(NC(=O)CN(c2ccc(C)cc2C)S(C)(=O)=O)c1
    -2, -3, 8, 90, 9, 89, 82, 3, 1
COc1cccc(-c2cc(C(=O)N3CCCCCC3)no2)c1
    0, -3, 0, 95, -12, 95, 99, 0, -1
CC(=O)c1c(C)nc(-c2ccccc2)nc1NC(=O)C(C)C
    2, -3, 3, 103, -13, 66, 95, 2, -2
CCCn1c(Cc2ccccc2)n[nH]c1=S
    9, 0, 0, 96, -15, 86, 96, -8, 10
COc1cc(NC(=S)NCc2ccco2)cc(OC)c1
    -4, -4, -4, nt, 13, nt, nt, 9, -6
COC(=O)CCC(=O)Nc1cccc(Cl)c1
    8, -5, 7, 106, 9, 95, 108, 11, -14
CCCn1c(SCC(=O)NCc2ccco2)nnc1C(C)C
    5, -2, 9, 99, -4, 91, 97, -2, 1
COc1ccccc1NC(=O)CC1C(=O)NCCN1C(=O)Nc1ccc(Cl)c(Cl)c1 (configuration not stated)
    -1, -7, 9, 86, 10, 53, 15*, 22, -23
Cc1ccsc1C(=O)OCc1nc2ccccc2c(=O)[nH]1
    -11, -4, 5, 93, -13, 82, 73, -1, 2
CC(=O)NC12CC3CC(C1)CC(C(=O)OCC(=O)Nc1ncc(Cl)c(C)c1Cl)(C3)C2
    nt, nt, -4, 94, nt, 86, 96, nt, nt
CCCNC(=O)c1ccccc1NC(=O)CSCc1ccc(OC)cc1
    -4, -5, 5, 89, -21, 84, 84, -3, 3
CCOC(=O)c1[nH]c2c(c1C)C(=O)CC(c1ccc(F)cc1)C2 (configuration not stated)
    nt, nt, 15, 58, nt, 100, 54, nt, nt
O=C(NCc1ccccc1)c1sc(=S)n2c1[nH]c(=O)c1ccccc12
    3, -5, 47*, 100, 5, 90, 43, -7, 10
S=c1[nH]ncn1/N=C/c1ccccn1
    26, -4, 9, nt, -5, nt, nt, 9, -11
Cc1ccc(C2C(C#N)=C(N)Oc3n[nH]c(-c4ccccc4)c32)o1 (configuration not stated)
    1, -6, 6, 91, -8, 83, 78, 13, -11
COc1ccc(C(=O)NCCCCCC(=O)O)cc1OC
    -1, 3, 0, 98, -18, 95, 100, 6, -8
O=S(NCc1ccco1)C12CC3CC(CC(C3)C1)C2 (configuration not stated)
    10, -6, 12, 92, -1, 88, 87, 6, -6

# Record cards, as listed above.
# `S=c1[nH]ncn1/N=C/c1ccccn1` is listed with PTPN22 act = 26; S1P2 agonist = -4; PostGolgi ctrl = 9; Lung fibro prol = nt; S1P2 antag = -5; H69AR growth 86K = nt; HUVEC prolif 384 = nt; sEH act = 9; sEH inhibitor = -11
# `Cc1cc(C)c(C)c(OCCCCn2cnc3ccccc3c2=O)c1` is listed with PTPN22 act = 9; S1P2 agonist = -3; PostGolgi ctrl = 37*; Lung fibro prol = nt; S1P2 antag = -3; H69AR growth 86K = nt; HUVEC prolif 384 = nt; sEH act = 9; sEH inhibitor = -11

# New compounds follow.
# Under each structure – PTPN22 act, S1P2 agonist, PostGolgi ctrl, Lung fibro prol, S1P2 antag, H69AR growth 86K, HUVEC prolif 384, sEH act, sEH inhibitor
CCc1ccc(NS(=O)(=O)c2cc(OC)ccc2OC)cc1
    -4, -8, 10, 88, 17, 64, 80, 13, -12
O=C(NCC(=O)N(CC1CCCO1)C(C(=O)NC1CCCCC1)c1ccc(F)cc1)c1ccco1 (configuration not stated)
    4, -4, 6, 103, 6, 91, 86, 6, -7
Cc1ccc(NC(=S)C2=C(O)c3ccccc3N(C)S2(=O)=O)cc1
    6, -5, 2, nt, 14, nt, nt, 0, 2
N#C[C@H]1[C@H](c2ccccc2)[C@](C#N)(C(=O)c2ccccc2)[C@@H]2C=Cc3ccccc3N21
    -3, -8, 16, nt, 28, nt, nt, 20, -19
O=C(CN1CCOCC1)Nc1ccccc1
    5, -2, -5, 110, -11, 97, 100, 1, 0
Cc1ccc(S(=O)(=O)Cc2csc(N)n2)cc1
    nt, nt, 6, 110, nt, 102, 90, nt, nt
COc1ccccc1CNC(=O)CCCn1c(=O)c2ccccc2n(CC(=O)NC2CCCC2)c1=O
    6, -2, -2, nt, 7, nt, nt, -2, 4

# Entries above that contain a furan ring, fused or not (nine):
# Under each structure – PTPN22 act, S1P2 agonist, PostGolgi ctrl, Lung fibro prol, S1P2 antag, H69AR growth 86K, HUVEC prolif 384, sEH act, sEH inhibitor
COC(=O)c1[nH]c2ccccc2c1NC(=O)CN1CCN(C(=O)c2ccco2)CC1
    -5, -5, 24, 95, 14, 18*, 95, 2, 0
CCCCc1nc2sc3c(SCC(=O)NCc4ccco4)ncnc3c2c2c1CCC2
    -12, -5, 0, 47*, 6, 32*, 56, -21, 24
CC(C(=O)Nc1sc2c(c1C(=O)NCc1ccco1)CCCC2)N1C(=O)c2ccccc2C1=O (configuration not stated)
    5, -2, 0, 100, -34, 23*, 85, -9, 10
COc1ccc2c(c1)c1ncn(Cc3ccco3)c(=O)c1n2C
    -3, 19*, 8, 80, -60, 56, 68, -2, 2
COc1cc(NC(=S)NCc2ccco2)cc(OC)c1
    -4, -4, -4, nt, 13, nt, nt, 9, -6
CCCn1c(SCC(=O)NCc2ccco2)nnc1C(C)C
    5, -2, 9, 99, -4, 91, 97, -2, 1
Cc1ccc(C2C(C#N)=C(N)Oc3n[nH]c(-c4ccccc4)c32)o1 (configuration not stated)
    1, -6, 6, 91, -8, 83, 78, 13, -11
O=S(NCc1ccco1)C12CC3CC(CC(C3)C1)C2 (configuration not stated)
    10, -6, 12, 92, -1, 88, 87, 6, -6
O=C(NCC(=O)N(CC1CCCO1)C(C(=O)NC1CCCCC1)c1ccc(F)cc1)c1ccco1 (configuration not stated)
    4, -4, 6, 103, 6, 91, 86, 6, -7

# Screens as filed in PubChem.

# A portion of the library; rates above refer to the full screens.
